Screening data deposited in PubChem BioAssay by The Scripps Research Institute Molecular Screening Center.
PLCb3 inh: blocks human PLC-beta3 enzyme activity; actives 0.18% (n = 370,000); Q01970; inhibition, % at 12.2 µM; Purified PLC-beta3, fluorogenic substrate, fluorescence; in the data active means inhibition above about 11%;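 further: 0% = median of compound wells on plate and 100% = full blocker control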
ARFGAP1 inh: rat ARFGAP1 inhibition; AID 651572; Arfgap1-stimulated ARF1 GTP hydrolysis, GDP FP detection; actives 0.26% (n = 360,000); inhibition, % at 16.5 µM; Q62848;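 active means inhibition above a per-plate limit, mean inhibition of low control wells plus 3 SD, cut at about 25% in these data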;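 further: 0% = DMSO wells with enzyme and 100% = wells lacking Arfgap1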
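material = rat Arfgap1 catalytic domain, aa 1-136 | also added = human ARF1(Δ1-17)-GTP substrate | compound dosing = one concentration, 16.5 µM, DMSO 1.26% | times = GTP hydrolysis reaction 2 h at 25 °C | measured by = FP, GDP Alexa 633 tracer displaced from anti-GDP antibody, 620/688 nm | evaluation = percent inhibition of Arfgap1-stimulated GTP hydrolysis | replication = single well per compound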
ADAM10 inh: inhibitors of human ADAM10 | O14672 | recombinant ADAM10, EDANS/DABCYL FRET peptide cleavage, 3 h | inhibition, % at 7 µM | actives 0.62% (n = 370,000);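 active means inhibition above a per-campaign cutoff equal to the mean of compounds falling between control-based bounds plus 3 SD, cut at about 20% in these data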;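 further: 0% = DMSO wells while the 100% control is not disclosed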
SIAE primary: human SIAE inhibition, primary screen | SIAE FP-Rh probe binding, fluorescence polarization | inhibition, % at 9.66 µM | actives 0.69% (n = 370,000);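 active means inhibition above a cutoff: mean of compounds within the control limits plus 3 SD of those, cut at about 17% in these data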;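 further: 0% = plate median of compound wells and 100% = probe without SIAE protein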
DDE Tn7 FP inh: inhibitors of Tn7 peptide binding to human fibrin DD(E); P02675; FP displacement of FITC-Tn7 peptide from fibrin DD(E); 0% = median of compound wells per plate; inhibition, % at 8.3 µM; actives 0.13% (n = 370,000);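 active means inhibition above the mean of compounds falling within the control limits plus 3 SD of them, cut at about 14% in these data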;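 further: 0% = plate median of compound wells and 100% = 10 µM Aha-Tn7 peptide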
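Assay system: Fibrin-DD(E) protein isolated from polymerized human fibrin clots; read-out basis: percent inhibition; medium: Tris/NaCl/CaCl2 buffer, pH 7.8; signal: FP measurement; incubation: 10 min plus 3 h, room temperature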
ADAM17 inh: ADAM17 inhibition, QFRET primary screen; P78536; recombinant ADAM17, EDANS/DABCYL FRET peptide cleavage; inhibition, % at 6.95 µM; actives 0.83% (n = 370,000); AID 720648;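 active means inhibition above the mean of compounds lying between control limits plus 3 SD, set per campaign, cut at about 8.5% in these data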;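 further: 0% = DMSO-only wells as the low control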
TDP2 inh: blocks human TDP2 phosphodiesterase activity; actives 0.34% (n = 370,000); recombinant TDP2, T5PNP hydrolysis, p-nitrophenol absorbance 415 nm; inhibition, % at 12.8 µM;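 active means inhibition above the mean of all tested compounds plus 3 SD, set per campaign, cut at about 25% in these data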;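 further: 0% = DMSO with enzyme and 100% = buffer with substrate but no TDP2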
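Material: recombinant human TDP2; quantity: TDP2 enzyme at 120 nM final; medium: Tris-HCl pH 7.5 with MgCl2; compound: single concentration, 12.8 µM nominal, with 1% DMSO; incubation: 2 h enzyme incubation at 37 °C; signal: epi absorbance; measure: percent inhibition; benchmarks: high control without enzyme, low control DMSO plus TDP2; repeats: singlicate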
PLC-gamma1 inh: inhibitors of human phospholipase C gamma1. P19174. purified PLC-gamma1, fluorogenic substrate, fluorescence. inhibition, % at 12.2 µM. actives 0.84% (n = 370,000); in the data active means inhibition above about 9.5%
Target sequence (P19174 whole entry, looked up): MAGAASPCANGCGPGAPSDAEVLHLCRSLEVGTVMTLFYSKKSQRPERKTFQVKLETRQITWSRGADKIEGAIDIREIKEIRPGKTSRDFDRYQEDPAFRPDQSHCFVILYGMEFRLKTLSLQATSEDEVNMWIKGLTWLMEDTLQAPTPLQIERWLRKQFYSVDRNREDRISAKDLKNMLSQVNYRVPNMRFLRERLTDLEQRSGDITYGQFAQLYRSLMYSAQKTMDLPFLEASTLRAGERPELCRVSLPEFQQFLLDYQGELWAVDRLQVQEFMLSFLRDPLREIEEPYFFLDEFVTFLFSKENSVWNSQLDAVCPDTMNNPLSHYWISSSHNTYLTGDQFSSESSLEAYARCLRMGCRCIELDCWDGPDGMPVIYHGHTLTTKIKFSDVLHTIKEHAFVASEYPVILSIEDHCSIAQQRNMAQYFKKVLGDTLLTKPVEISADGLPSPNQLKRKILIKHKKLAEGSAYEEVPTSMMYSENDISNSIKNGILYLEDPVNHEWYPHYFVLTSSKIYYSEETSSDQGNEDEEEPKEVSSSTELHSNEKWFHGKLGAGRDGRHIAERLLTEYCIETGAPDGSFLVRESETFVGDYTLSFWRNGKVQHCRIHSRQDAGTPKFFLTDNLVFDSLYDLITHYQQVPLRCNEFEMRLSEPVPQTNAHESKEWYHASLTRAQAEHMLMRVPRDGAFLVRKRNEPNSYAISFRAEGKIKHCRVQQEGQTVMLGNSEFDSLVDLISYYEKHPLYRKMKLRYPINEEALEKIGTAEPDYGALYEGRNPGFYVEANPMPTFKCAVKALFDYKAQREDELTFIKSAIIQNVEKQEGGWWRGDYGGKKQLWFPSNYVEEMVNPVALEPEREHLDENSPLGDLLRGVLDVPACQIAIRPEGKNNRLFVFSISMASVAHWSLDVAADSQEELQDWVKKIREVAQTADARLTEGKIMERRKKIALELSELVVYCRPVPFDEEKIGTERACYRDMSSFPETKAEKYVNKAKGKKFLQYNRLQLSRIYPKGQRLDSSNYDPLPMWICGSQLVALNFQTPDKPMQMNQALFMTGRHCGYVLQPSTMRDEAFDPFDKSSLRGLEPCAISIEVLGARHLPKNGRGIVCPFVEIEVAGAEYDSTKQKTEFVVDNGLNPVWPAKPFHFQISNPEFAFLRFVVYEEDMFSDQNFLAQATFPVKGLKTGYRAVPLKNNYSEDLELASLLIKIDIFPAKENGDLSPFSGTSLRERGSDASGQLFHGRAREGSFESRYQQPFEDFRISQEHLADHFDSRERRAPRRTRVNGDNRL
ASAP1 inh: inhibitors of human ASAP1 ArfGAP activity | ASAP1-stimulated ARF1 GTP hydrolysis, GDP FP detection | inhibition, % at 16.5 µM | actives 0.19% (n = 360,000); in the data active means inhibition above about 25%;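 further: 0% = vehicle with enzyme and substrate and 100% = no enzyme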
Tn6 DDE FP: inhibitors of Tn6 peptide binding to human fibrin DD(E); inhibition, % at 8.3 µM; Fibrin DD(E) TRITC-Tn6 fluorescence polarization displacement; AID 720509; P02675; actives 0.21% (n = 370,000);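 active means inhibition above a per-campaign cutoff: mean of compounds within control limits plus 3 SD, cut at about 15% in these data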;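 further: 0% = median of all compound wells on the plate and 100% = blocking peptide control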
* hit, by the source's call. An unsorted share of the library. Share with any hit: about 3.6%.

1) O=C(COC(=O)c1ccccc1)Nc1cccc(S(=O)(=O)N2CCCCC2)c1
2) CC(=O)OCc1ccc(C2=CC(=O)CC(C)(C)C2=O)cc1
3) O=C(NCCCN1CCOCC1)c1cc(-c2cccc(O)c2)on1
4) Cc1cccc(C)c1OCc1cc(C(=O)N2CCC(c3ccccc3)CC2)no1
5) O=C(NCC1CCCCC1)c1ccccc1[N+](=O)[O-]

Compound	1	2	3	4	5
PLCb3 inh	-5	3	-11	-7	0
ARFGAP1 inh	20	-6	-5	0	-6
ADAM10 inh	3	-15	-86	8	-10
SIAE primary	5	-2	-2	1	7
DDE Tn7 FP inh	5	3	3	-2	4
ADAM17 inh	0	-4	-4	6	-3
TDP2 inh	1	-10	9	3	-8
PLC-gamma1 inh	1	1	-3	0	2
ASAP1 inh	4	5	-2	3	-6
Tn6 DDE FP	-6	-3	2	1	5

6) NC1=NC(=O)/C(=C/c2cn(CCC(=O)O)nc2-c2ccc(Cl)cc2)S1
7) O=S1(=O)N=C(N2CCc3ccccc3C2)c2ccccc21
8) COc1ccc(-c2csc(NC(=O)c3cccc(N4C(=O)CCC4=O)c3)n2)cc1OC
9) CC(=O)Nc1cc2c(cc1Br)OCCO2
10) CC(C)(O)[C@H](O)Cc1cc2ccc(=O)oc2cc1O[C@@H]1O[C@H](CO)[C@@H](O)[C@H](O)[C@H]1O

Compound	6	7	8	9	10
PLCb3 inh	0	4	-23	-2	-5
ARFGAP1 inh	2	0	11	3	7
ADAM10 inh	-7	-4	-6	7	-41
SIAE primary	-2	-2	-9	-4	5
DDE Tn7 FP inh	1	3	-3	6	-1
ADAM17 inh	-1	0	-3	-2	-15
TDP2 inh	6	8	-3	4	6
PLC-gamma1 inh	1	1	-8	-4	-5
ASAP1 inh	6	-1	-2	1	3
Tn6 DDE FP	2	5	-5	-1	-6

11) O=C(COC(=O)COc1ccccc1[N+](=O)[O-])Nc1ccc2c(c1)OCO2
12) O=C(Nc1nc2ccccc2s1)C1CC(=O)N(c2ccc(Br)cc2)C1 (stereo not given)
13) COc1ccccc1C(=O)NCC(=O)N1CCN(S(=O)(=O)c2ccc3c(c2)OCCO3)CC1
14) O=C1CC(N2CCN(c3ccccn3)CC2)C(=O)N1c1ccc(Cl)cc1 (stereo not given)
15) CCOc1cc(/C=N/n2cnnc2)ccc1OS(=O)(=O)c1ccccc1

Compound	11	12	13	14	15
PLCb3 inh	2	-1	-3	3	-1
ARFGAP1 inh	0	-2	4	11	9
ADAM10 inh	-1	19	2	3	-1
SIAE primary	-3	-9	2	-7	-7
DDE Tn7 FP inh	-2	-6	-4	-3	1
ADAM17 inh	-1	8	2	-4	-1
TDP2 inh	-7	0	-4	-5	1
PLC-gamma1 inh	-1	0	1	2	1
ASAP1 inh	-5	18	-2	-1	1
Tn6 DDE FP	3	-9	-1	-8	3

Of the compounds above, these contain bromine:
9) CC(=O)Nc1cc2c(cc1Br)OCCO2
12) O=C(Nc1nc2ccccc2s1)C1CC(=O)N(c2ccc(Br)cc2)C1 (stereo not given)

Compound	9	12
PLCb3 inh	-2	-1
ARFGAP1 inh	3	-2
ADAM10 inh	7	19
SIAE primary	-4	-9
DDE Tn7 FP inh	6	-6
ADAM17 inh	-2	8
TDP2 inh	4	0
PLC-gamma1 inh	-4	0
ASAP1 inh	1	18
Tn6 DDE FP	-1	-9

Following part:
16) CCOCCCNC(=O)C1CCN(Cc2ccc(OCc3ccccc3)c(OC)c2)CC1
17) COCCCNc1c2c(nc3ccccc13)CCC2
18) CCCCOC(=O)n1c(=O)oc2ccccc21
19) O=C(CN1C(=O)NC2(CCOc3ccccc32)C1=O)NCC(F)(F)F (stereo not given)
20) O=C(N/N=C/c1ccc2c(c1)OCO2)C(=O)Nc1ccc2ccccc2c1

Compound	16	17	18	19	20
PLCb3 inh	-6	1	6	-7	-8
ARFGAP1 inh	12	-4	-6	-5	19
ADAM10 inh	-2	8	11	3	1
SIAE primary	5	10	7	10	-1
DDE Tn7 FP inh	-6	-2	-2	1	-11
ADAM17 inh	0	1	6	-3	1
TDP2 inh	5	0	-16	6	-12
PLC-gamma1 inh	4	1	5	2	-1
ASAP1 inh	-8	13	5	5	-2
Tn6 DDE FP	-9	0	1	0	-2

The last 2 entries of the part above come first, to join the parts:
19) O=C(CN1C(=O)NC2(CCOc3ccccc32)C1=O)NCC(F)(F)F (stereo not given)
20) O=C(N/N=C/c1ccc2c(c1)OCO2)C(=O)Nc1ccc2ccccc2c1
21) CCn1cc(S(=O)(=O)N2CCN(Cc3ccc(F)cc3)CC2)cn1
22) COCCNC(=O)CSc1nc2cc(OC)c(OC)cc2c(=O)n1Cc1ccc(OC)cc1
23) COc1ccc(OC)c(-c2csc(NC(=O)Cc3ccc(OC)c(OC)c3)n2)c1
24) Cc1nc2ccccc2n2c(O)c(CC(=O)O)cc12
25) CC(OC(=O)c1cc(=O)[nH]c2ccccc12)C(=O)NC1CCCC1 (stereo not given)

Compound	19	20	21	22	23	24	25
PLCb3 inh	-7	-8	-14	0	-5	-47	-131
ARFGAP1 inh	-5	19	-5	5	11	-19	-13
ADAM10 inh	3	1	-23	10	9	-9	-120
SIAE primary	10	-1	-1	1	-1	18*	13
DDE Tn7 FP inh	1	-11	-1	-2	2	1	1
ADAM17 inh	-3	1	-8	0	5	-5	-41
TDP2 inh	6	-12	-3	4	-1	8	6
PLC-gamma1 inh	2	-1	-14	4	-2	-37	-104
ASAP1 inh	5	-2	-4	4	5	1	-18
Tn6 DDE FP	0	-2	-7	2	4	7	0

26) NS(=O)(=O)c1cccc(NC(=O)c2ccccc2NS(=O)(=O)c2ccc(F)cc2)c1
27) N#CCCN(Cc1cccnc1)CN1C(=O)c2ccccc2C1=O
28) CC(C)(C)OC(=O)N1CCN(C(=O)c2nc[nH]c2C(=O)N2CCN(C(=O)OC(C)(C)C)CC2)CC1
29) C[C@@H]1CN([C@H](C)CO)C(=O)c2cc(Br)cnc2O[C@H]1CN(C)C(=O)Cc1ccncc1
30) O=C1CC(C(F)(F)C(F)(F)C(F)(F)C(F)(F)F)=Nc2ccccc2N1

Compound	26	27	28	29	30
PLCb3 inh	-57	3	-2	-4	-3
ARFGAP1 inh	4	0	1	-9	-12
ADAM10 inh	-42	10	-9	3	0
SIAE primary	-3	4	-4	-2	0
DDE Tn7 FP inh	-6	8	0	-1	0
ADAM17 inh	-21	0	-5	4	-2
TDP2 inh	-5	2	-5	-7	-8
PLC-gamma1 inh	-36	4	3	1	-2
ASAP1 inh	7	-5	-3	7	-3
Tn6 DDE FP	3	8	5	-2	7

31) Cc1cc(C)c[n+](CC(=O)c2ccc(-c3ccccc3)cc2)c1
32) Cc1cc([N+](=O)[O-])ccc1NC(=O)CCC(=O)N1CCCCCC1
33) CC(C)C(O)(C#CCN1CCCCC1)c1ccccc1 (stereo not given)
34) O=C(O/N=C1\C(=O)N(c2ccccc2)c2ccccc21)C1CC1
35) CC(C(=O)N1CCCCC1)N(C)CC(=O)Nc1ccc(Cl)cc1 (stereo not given)

Compound	31	32	33	34	35
PLCb3 inh	-6	-1	2	4	3
ARFGAP1 inh	10	11	-3	3	3
ADAM10 inh	-12	-1	5	11	4
SIAE primary	0	-2	3	-9	-1
DDE Tn7 FP inh	0	-1	2	-1	5
ADAM17 inh	-5	-3	-4	-3	1
TDP2 inh	3	-12	-1	14	6
PLC-gamma1 inh	-2	1	0	4	0
ASAP1 inh	0	-6	-27	4	-1
Tn6 DDE FP	-8	0	0	-6	0

Record cards, from the list above. Order of screens: PLCb3 inh | ARFGAP1 inh | ADAM10 inh | SIAE primary | DDE Tn7 FP inh | ADAM17 inh | TDP2 inh | PLC-gamma1 inh | ASAP1 inh | Tn6 DDE FP
Shown for NS(=O)(=O)c1cccc(NC(=O)c2ccccc2NS(=O)(=O)c2ccc(F)cc2)c1 → -57 | 4 | -42 | -3 | -6 | -21 | -5 | -36 | 7 | 3
Shown for C[C@@H]1CN([C@H](C)CO)C(=O)c2cc(Br)cnc2O[C@H]1CN(C)C(=O)Cc1ccncc1 → -4 | -9 | 3 | -2 | -1 | 4 | -7 | 1 | 7 | -2

(cont.)
36) CCCOc1ccc(C(=O)N(Cc2cccs2)C2CCS(=O)(=O)C2)cc1 (stereo not given)
37) Cc1ccc(/C=C2\SC(N3CCN(C(c4ccccc4)c4ccccc4)CC3)=NC2=O)o1
38) COc1ccc2c3c(c(=O)oc2c1OCC(=O)O)CCCC3
39) Cn1c(=O)c2c(ncn2CC(=O)N2CCN(c3ccccc3)CC2)n(C)c1=O
40) O=C(NC(=S)NC1CCCc2ccccc21)c1ccc(F)cc1 (stereo not given)

Compound	36	37	38	39	40
PLCb3 inh	-6	-9	-366	4	0
ARFGAP1 inh	-1	-4	4	-3	5
ADAM10 inh	-3	-3	-274	1	-2
SIAE primary	10	4	3	-2	2
DDE Tn7 FP inh	-1	6	-2	4	-4
ADAM17 inh	-5	-2	-64	-3	3
TDP2 inh	7	9	4	14	-5
PLC-gamma1 inh	7	-11	-360	-2	1
ASAP1 inh	-7	6	-16	-3	17
Tn6 DDE FP	2	-12	3	-1	-4

41) N#CC1(NC(=O)Cn2cc(C(F)(F)F)cc(Cl)c2=O)CCCCC1
42) CN(CC(=O)Nc1cccc(F)c1)C(=O)c1ccc2c(c1)CC(c1ccccc1)OC2=O (stereo not given)
43) O=C(CNCC1CCCO1)Nc1ccccc1N1CCOCC1 (stereo not given)
44) CCCCn1c(N)c(N(CCC(C)C)C(=O)CSc2nnc(C)s2)c(=O)[nH]c1=O
45) CCOc1ccccc1N(C(=O)CNC(=O)c1ccco1)C(C(=O)NC1CCCC1)c1cccnc1 (stereo not given)

Compound	41	42	43	44	45
PLCb3 inh	-4	-10	1	0	4
ARFGAP1 inh	-2	4	-12	2	-1
ADAM10 inh	-9	-1	-6	1	4
SIAE primary	8	-3	-2	-4	0
DDE Tn7 FP inh	4	4	9	-10	-1
ADAM17 inh	-4	-5	-2	-1	0
TDP2 inh	15	10	-2	-4	-10
PLC-gamma1 inh	1	-1	-1	0	2
ASAP1 inh	-9	2	1	5	2
Tn6 DDE FP	0	-6	5	-7	7
